# EPAC2 antag – qHTS for Antagonist of cAMP-regulated guanine nucleotide exchange factor 2 (EPAC2): primary screen. Rap guanine nucleotide exchange factor 4 (Homo sapiens), Q8WZA2. EPAC2 GEF exchange of Rap1B-BODIPY-GDP, fluorescence. Potency, µM (doses to about 114 µM), for the others: top-dose activity, negative = inhibition, actives largely listed as inhibitors. 360,000 tested, 0.18% active. AID 720708, 2013; note: % is set by controls: 0 for no effect and ±100 for the full control effect; nearly all actives have a fitted effect of over 45% in size; many of its hits are not listed in these tables
# Target sequence (Q8WZA2 whole entry, looked up): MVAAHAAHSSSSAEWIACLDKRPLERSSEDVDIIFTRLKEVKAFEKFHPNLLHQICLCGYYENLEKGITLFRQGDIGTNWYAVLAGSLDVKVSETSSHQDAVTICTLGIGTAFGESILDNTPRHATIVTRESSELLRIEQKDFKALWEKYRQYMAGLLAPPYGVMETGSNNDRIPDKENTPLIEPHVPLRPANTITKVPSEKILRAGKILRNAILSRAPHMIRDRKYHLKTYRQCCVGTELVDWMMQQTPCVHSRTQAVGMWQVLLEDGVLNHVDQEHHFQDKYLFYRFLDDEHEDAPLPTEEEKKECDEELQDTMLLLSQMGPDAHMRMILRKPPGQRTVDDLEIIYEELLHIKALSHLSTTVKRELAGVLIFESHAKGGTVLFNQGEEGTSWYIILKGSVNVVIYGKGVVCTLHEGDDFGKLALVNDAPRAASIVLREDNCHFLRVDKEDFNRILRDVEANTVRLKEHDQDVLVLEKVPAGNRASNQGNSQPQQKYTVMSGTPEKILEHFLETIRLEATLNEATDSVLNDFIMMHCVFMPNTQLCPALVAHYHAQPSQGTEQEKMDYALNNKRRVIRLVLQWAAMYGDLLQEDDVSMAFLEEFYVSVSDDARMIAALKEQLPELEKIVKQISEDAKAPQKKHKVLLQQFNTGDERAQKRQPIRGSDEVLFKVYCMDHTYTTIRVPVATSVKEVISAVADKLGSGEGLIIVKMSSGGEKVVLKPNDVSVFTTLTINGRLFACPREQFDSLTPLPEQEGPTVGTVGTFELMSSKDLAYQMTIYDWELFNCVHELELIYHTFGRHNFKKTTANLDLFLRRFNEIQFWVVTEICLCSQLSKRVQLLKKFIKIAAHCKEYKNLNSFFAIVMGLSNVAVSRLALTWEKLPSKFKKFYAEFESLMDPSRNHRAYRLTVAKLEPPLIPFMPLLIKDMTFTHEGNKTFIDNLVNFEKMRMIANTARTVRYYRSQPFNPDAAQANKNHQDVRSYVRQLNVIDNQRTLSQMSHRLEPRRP
# ATXN viability – Viability Counterscreen for Primary qHTS for Inhibitors of ATXN expression; S2 cells (HEK-293 line with an ATXN2-luciferase reporter) viability, CellTiter-Fluor protease fluorescence, 24 h; Potency, µM (highest dose often 56.7 µM), most hits filed as cytotoxic; 400,000 tested, 0.49% active; note: nearly all actives have a fitted effect of over 40% in size
# TGFb SMAD3 inh – qHTS for Inhibitors of TGF-b. Potency, µM (titrated, usually from 46.1 µM), inactives show top-dose activity, negative = inhibition, hits mostly inhibitors. AID 588855, 2011. HepG2 CAGA-GFP TGF-b/SMAD3 reporter, GFP fluorescence, 18 h; TGF-beta stimulated, 500 pg/mL final. 410,000 tested, 1.2% active; note: % is set by controls: 0 for no effect and ±100 for the full control effect; nearly all actives have a fitted effect of over 65% in size
#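 GFP signal (ex488/em500-530) from TGF-beta-stimulated HEPG2 CAGA-GFP cells, 500 pg/mL final, 18 h at 37 degrees C in DMEM plus 1% FBS, normalized to unstimulated and DMSO-stimulated controls.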
# MCF10A rereplic – A quantitative high throughput screen for small molecules that induce DNA re-replication in MCF 10a normal breast cells; MCF 10A DNA re-replication, Hoechst nuclear intensity, 48 h; Potency, µM (titrated, usually from 46.1 µM), without a hit: at the highest dose activity, positive = re-replication, usual class: activators; 350,000 tested, 2.9% active; AID 624296, 2012; note: % of control where 0% means no effect; nearly all actives have a fitted effect of over 50% in size
# A549 tox – Nrf2 qHTS screen for inhibitors: counterscreen for cytotoxicity; A549 ARE-Fluc cells, CellTiter-Fluor viability, 18-24 h; Potency, µM (doses to about 46 µM), without a hit: at the highest dose activity change, negative = cytotoxicity, usual class: inhibitors; 390,000 tested, 0.16% active; note: % is set by controls: 0 for no effect and ±100 for the full control effect
#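 A549 ARE-Fluc cells in 5% FBS OPTI-MEM, 5000 cells/well, rested 2 h then exposed to compounds in concentration-response for 18-24 h at 37 °C. Viability by CellTiter-Fluor fluorescence (Ex 405/Em 525) after 30 min; luciferase luminescence (BugLite, 15 min, RT) read afterwards.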
# Nrf2 inh – Nrf2 qHTS screen for inhibitors. A549 ARE-Fluc reporter, luciferase luminescence, 18-24 h. Potency, µM (series often up to 46 µM), inactives show at the top dose activity change, negative = inhibition, most hits filed as inhibitors. 360,000 tested, 2.1% active. AID 504444, 2011; note: % is set by controls: 0 for no effect and ±100 for the full control effect; nearly all actives have a fitted effect of over 60% in size
#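 Nrf2 function is reported as luminescence of an ARE-controlled luciferase in A549 cells. Compounds were tested at several concentrations, and a CellTiter-Fluor read on the same wells flagged cytotoxicity.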
# ATXN2 expr inh – Primary qHTS for Inhibitors of ATXN expression | HEK-293 ATXN2-luciferase reporter, luminescence, 24 h | Potency, µM (doses to about 57 µM), inactives show top-dose activity change, negative = inhibition, hits mostly inhibitors | 360,000 tested, 0.72% active; note: % is set by controls: 0 for no effect and ±100 for the full control effect; nearly all actives have a fitted effect of over 55% in size
#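 ATXN2-luciferase reporter cells (luciferase flanked by upstream and downstream ATXN2 gene portions) were treated 24 h at 37 °C with compounds at up to 57 uM. SteadyGlo luminescence gave expression; GF-AFC fluorescence gave viability.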
# HepG2 tox – qHTS for Inhibitors of TGF-b: Cytotox Counterscreen | HepG2 CAGA-GFP viability, ATP luminescence, 18 h | Potency, µM (titrated, usually from 46.1 µM), for inactives: at the top dose activity change, negative = cytotoxicity, hits mostly cytotoxic | 410,000 tested, 0.76% active | AID 588856, 2011; note: some results filed as inactive show a strong effect at the top dose
#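 CellTiter-Glo luminescence gave cytotoxicity after 18 hours at 37 degrees C. The cells were HepG2 CAGA-GFP in 1% FBS DMEM, stimulated with 500 pg/mL TGF-beta after compound addition. %Activity was normalised to no-cell wells (complete cell-killing) and DMSO (no toxicity), and curves were fitted and classified.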
# Nrf2 ARE act – qHTS of Nrf2 Activators; 410,000 tested, 0.31% active; AID 624171, 2012; AREc32 ARE-luciferase reporter (MCF7-derived line), luminescence, 24 h; Potency, µM (doses to about 46.1 µM), inactives show top-dose activation, hits mostly activators; note: % of control where 0% means no effect; nearly all actives have a fitted effect of over 65% in size
#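 AREc32 cells carrying an ARE-driven firefly luciferase, 1000 cells/well in OPTI-MEM with 5% FBS, dosed after overnight attachment and incubated 24 hr at 37 deg C. Steady-Glo luminescence read after 30 min at RT.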
# * hit, by the source's call; i = inactive; ? = inconclusive; / = not tested or not shown; & = joins results of further samples; [ ] = remark or other dose. Calls come from the whole dose curve; as a rule, active = well fitted curve in the direction sought with a large enough effect; inconclusive = small, poorly fitted or top-dose-only effect, or another doubt; inactive = no such curve, though single readings can be large; an effect the other way counts as inactive or inconclusive. Potency is the fitted concentration of half-maximal effect. A portion of the library, so the mix of outcomes need not match the whole.
(1) CCc1ccc(C(O)c2ncc(-c3ccc(C(F)(F)F)cc3)[nH]2)cc1 (configuration not stated)
(2) N#Cc1c(N)nc2c(c1-c1ccncc1)CCCCCC2
(3) CCCNc1ccc(-c2nc(-c3ccccn3)no2)cc1[N+](=O)[O-]
(4) Cc1nc2c(cc1C(=O)N/N=C/c1ccc([N+](=O)[O-])cc1)c(=O)n(C)c(=O)n2C
(5) CCOCCCNC(=O)c1[nH]c(C)c(C(C)=O)c1C
(6) CN(C(=O)c1ccc(NC(=O)Cc2ccc(NC(=O)C3CCCN(C(=O)C4CCC4)C3)cc2)cc1)C1CCCC1 (configuration not stated)
(7) CN(C)CCN(Cc1ccco1)S(=O)(=O)c1ccc(-c2ccc(=O)[nH]n2)s1
(8) Cc1cc(C)n(-c2c(C)[nH]c3ccccc23)n1

assay / compound | 1 | 2 | 3 | 4 | 5 | 6 | 7 | 8
EPAC2 antag | -1% | -5%[57.1 µM] | / | 14% | -3% | 16% | 6% | -3%
ATXN viability | i | i | i | i | i | i | i | i
TGFb SMAD3 inh | 16µM* | -2% | 0% | -4% | -6% | -11% | 10% | 12%
MCF10A rereplic | / | 8% | / | 10% | 16% | ? | 16% | 0%
A549 tox | / | -3% | 3% | 5% | 1% | 1% | 1% | 4%
Nrf2 inh | / | -7% | ? | 8% | -14% | 9% | -2% | -7%
ATXN2 expr inh | -17% | 1% | 36%[activator] | -1% | 34%[activator] | 5% | 15% | -6%
HepG2 tox | -75% | -10% | -17% | -8% | 3% | 5% | 3% | -15%
Nrf2 ARE act | -0.5% | -0.5% | 5.6% | 0.2%[9.22 µM] | 0.4% | 0.9% | -0.4% | 0.6%

(9) Cc1ccc(OCC(=O)NC(=S)Nc2cccc(NC(=O)c3ccc(Cl)cc3Cl)c2)cc1
(10) CCOc1cc(CNCc2ccncc2)cc(Br)c1OCc1ccccc1F
(11) COc1cccc(CNC(C)C(=O)Nc2ccc(S(=O)(=O)N3CCCC3)cc2)c1 (configuration not stated)
(12) CCc1c(C)c2ccc(O)c(CN3CCN(c4ccccc4)CC3)c2oc1=O
(13) COCc1cccc(-c2csc(C(C)(NC(C)=O)c3ccccc3)n2)c1 (configuration not stated)
(14) COc1ccc(-c2cccc(C(=O)N3CCOCC3)c2)cc1
(15) Nc1nnc(CC(=O)N/N=C/c2ccccc2OCc2ccc(F)cc2)s1
(16) O=C(Cc1c(C(=O)O)[nH]c2ccccc12)NCCN1CCN(c2ccccc2F)CC1

assay / compound | 9 | 10 | 11 | 12 | 13 | 14 | 15 | 16
EPAC2 antag | 2% | -2% | 4% | / | -13% | 5% | 2% | 8%
ATXN viability | i | ? | i | / | i | i | i | i
TGFb SMAD3 inh | -15% | -14% | -1% | / | 6% | 7% | 24% | ?
MCF10A rereplic | 22% | ? | 6% | / | / | -1% | -10% | 1%
A549 tox | -2% | -10% | -3% | -2% | / | -1% | 5% | 16%
Nrf2 inh | 11% | ? | -9% | ? | / | ? | -9% | ?
ATXN2 expr inh | 10% | -30% | -15% | / | 0% | 39%[activator] | 30% | 1%
HepG2 tox | -11% | -39% | -25% | 3% | -4% | -13% | 16% | -18%
Nrf2 ARE act | 0.0% | 2.8% | -0.6% | 0.1% | 0.0% | 1.8% | 2.2% | 0.0%

(17) COc1ccc(C(=O)NC(=S)Nc2cccc3cc(O)ccc23)cc1OC
(18) COC(=O)[C@H](C)[C@H](CC(C)C)NC(=O)[C@H](C)[C@H](CC(C)C)NC(=O)c1ccccn1
(19) COc1ccccc1NC(=O)Nc1nn(C)c2cccc(N(C)C)c12
(20) N#Cc1c2c(c(NCc3cccnc3)n3c1nc1ccccc13)CCC2
(21) O=C1CCCC/C1=C/Nc1cccc(C(F)(F)F)c1
(22) Cc1cc(NC(=O)C2CC(=O)OC2c2ccccc2)no1 (configuration not stated)
(23) CCCN(CC(=O)Nc1ccc(F)c(F)c1F)C(=O)C1=COCCO1
(24) COc1ccc(C2NC(=O)NC(C)=C2C(=O)OCc2ccccc2)cc1 (configuration not stated)

assay / compound | 17 | 18 | 19 | 20 | 21 | 22 | 23 | 24
EPAC2 antag | 8% | / | -4% | -1% | -2% | -6% | 24% | -20%
ATXN viability | i | / | i | i | i | i | i | i
TGFb SMAD3 inh | -12% | -20% | -7% | -7% | -1% | 4% | -3% | 3%
MCF10A rereplic | ? | / | 18% | 24% | -8% | -1% | -3% | 8%
A549 tox | 1% | -2% | 0% | -12% | 0% | -15% | 5% | -2%
Nrf2 inh | 10% | 15% | ? | 4% | ? | 13% | 11% | -8%
ATXN2 expr inh | 5% | / | -3% | -23% | 14% | 0% | 4% | -15%
HepG2 tox | -1% | 4% | 6% | -2% | -9% | 11% | 17% | -1%
Nrf2 ARE act | 7.7% | / | -0.1% | 2.5% | 8.5% | -0.3% | -0.1% | -0.2%

(25) O=C(c1cc(-c2ccc(O)cc2)on1)N1CCN(c2ccccc2)CC1
(26) COc1ccc(OC)c(/C=N/NC(=O)CCN2CCN(C(c3ccccc3)c3ccccc3)CC2)c1
(27) O=C(NCC1CCCO1)C1CC(=O)N(c2ccc(Cl)cc2)C1 (configuration not stated)
(28) Cc1nn(Cc2ccccc2)c2ncccc12
(29) COc1ccc(-c2nc(C#N)c(N3CCN(c4ccccc4)CC3)o2)cc1
(30) NNC(=O)CCS(=O)(=O)c1ccc2ccccc2c1
(31) Cc1cc(C)n(C(=O)CNc2cccc(Cl)c2C)n1
(32) Cc1cc(C)c(S(=O)(=O)N2CCN(C(=O)CCn3nc(C)c(C)c3C)CC2)c(C)c1

assay / compound | 25 | 26 | 27 | 28 | 29 | 30 | 31 | 32
EPAC2 antag | -17% | -11% | 13% | 1% | 4% | -3% | -2% | -16%
ATXN viability | ? | i | i | i | i | i | i | i
TGFb SMAD3 inh | -3%&-26% | -1% | 3% | 13% | -10% | -8% | -6% | 10%
MCF10A rereplic | 13% | 15µM* | -18% | 5% | 6% | 22% | -24% | -2%
A549 tox | -14%&1% | -29% | -12% | 0% | 13% | -6% | -5% | -1%
Nrf2 inh | ? | -52% | -11% | -19% | -10% | -12% | -26% | ?
ATXN2 expr inh | 18%&-37% | 0% | -3% | -1% | -4% | -1% | -4% | -8%
HepG2 tox | -23%&-21% | 7% | 2% | 0% | -43% | -5% | 8% | 24%
Nrf2 ARE act | 2.2%&3.4% | 0.2% | 3.4% | 0.3% | 0.5% | 3.8% | 0.0% | 4.6%

# Rewritten bar-delimited: part of the list above
entry | Structure | EPAC2 antag | ATXN viability | TGFb SMAD3 inh | MCF10A rereplic | A549 tox | Nrf2 inh | ATXN2 expr inh | HepG2 tox | Nrf2 ARE act
24 | COc1ccc(C2NC(=O)NC(C)=C2C(=O)OCc2ccccc2)cc1 (configuration not stated) | -20% | i | 3% | 8% | -2% | -8% | -15% | -1% | -0.2%
25 | O=C(c1cc(-c2ccc(O)cc2)on1)N1CCN(c2ccccc2)CC1 | -17% | ? | -3%&-26% | 13% | -14%&1% | ? | 18%&-37% | -23%&-21% | 2.2%&3.4%
26 | COc1ccc(OC)c(/C=N/NC(=O)CCN2CCN(C(c3ccccc3)c3ccccc3)CC2)c1 | -11% | i | -1% | 15µM* | -29% | -52% | 0% | 7% | 0.2%
27 | O=C(NCC1CCCO1)C1CC(=O)N(c2ccc(Cl)cc2)C1 (configuration not stated) | 13% | i | 3% | -18% | -12% | -11% | -3% | 2% | 3.4%
28 | Cc1nn(Cc2ccccc2)c2ncccc12 | 1% | i | 13% | 5% | 0% | -19% | -1% | 0% | 0.3%
29 | COc1ccc(-c2nc(C#N)c(N3CCN(c4ccccc4)CC3)o2)cc1 | 4% | i | -10% | 6% | 13% | -10% | -4% | -43% | 0.5%
30 | NNC(=O)CCS(=O)(=O)c1ccc2ccccc2c1 | -3% | i | -8% | 22% | -6% | -12% | -1% | -5% | 3.8%
31 | Cc1cc(C)n(C(=O)CNc2cccc(Cl)c2C)n1 | -2% | i | -6% | -24% | -5% | -26% | -4% | 8% | 0.0%
32 | Cc1cc(C)c(S(=O)(=O)N2CCN(C(=O)CCn3nc(C)c(C)c3C)CC2)c(C)c1 | -16% | i | 10% | -2% | -1% | ? | -8% | 24% | 4.6%

# Carrying on:
(33) CCc1cccc(NC(=O)CC2Oc3ccc(C)cc3NC2=O)c1 (configuration not stated)
(34) CCC1CCCCN1C(=S)Nc1ccc(C(C)=O)cc1 (configuration not stated)
(35) Cc1cc(NC(=O)CCN2CC(C)OC(C)C2)ccc1Br (configuration not stated)
(36) Cc1ccc(Nc2nc(N)nc(CN3CCN(Cc4ccc5c(c4)OCO5)CC3)n2)c(C)c1
(37) Cc1ccc(Nc2ccc(S(=O)(=O)N3CCOCC3)cc2[N+](=O)[O-])cc1C
(38) O=C(COC(=O)CCC(=O)c1cccs1)NCc1ccccc1
(39) CCOc1ccc(S(=O)(=O)N2CCN(c3ccccc3F)CC2)c2cccnc12
(40) CC1CCCCC1NC(=O)c1cc(Cl)nc2ccccc12 (configuration not stated)
(41) CCN(CC)S(=O)(=O)c1ccc(Cl)c(NC(=O)COc2ccc(OC)cc2[N+](=O)[O-])c1

assay / compound | 33 | 34 | 35 | 36 | 37 | 38 | 39 | 40 | 41
EPAC2 antag | / | -1% | 0% | 9% | 8% | 0% | -19% | -14% | 4%
ATXN viability | / | i | i | ? | ? | i | i | i | i
TGFb SMAD3 inh | -7% | -2% | -4% | -7% | -14% | 2% | -20% | 5% | 20%
MCF10A rereplic | / | 2% | 9% | 6% | 6% | 5%[9.22 µM] | 16% | / | 2%
A549 tox | -1% | 1% | 18% | 2% | -3% | 2% | 14% | / | 3%
Nrf2 inh | 15% | 1% | 12% | 9% | -26% | 6% | -12% | / | 3%
ATXN2 expr inh | / | 8% | -15% | -12% | -4% | -18% | -9% | / | -5%
HepG2 tox | -20% | 6% | -2% | -27% | 7% | -21% | -9% | 1% | 3%
Nrf2 ARE act | 6.4% | -0.2%[9.22 µM] | 3.2% | 0.7% | 4.2% | -1.2% | 3.4% | 0.1% | -0.4%
